Screening data deposited in PubChem by The Scripps Research Institute Molecular Screening Center.
ADAM17 inh = ADAM17 inhibitors, primary screen, biochemical, QFRET; Disintegrin and metalloproteinase domain-containing protein 17 (Homo sapiens), P78536; actives 0.83% (n = 370,000); AID 720648, 2013; inhibition, % at 6.95 µM; recombinant ADAM17, EDANS/DABCYL FRET peptide cleavage;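 active means inhibition above the mean of compounds lying between control limits plus 3 SD, set per campaign, cut at about 8.5% in these data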;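 further: 0% = DMSO-only wells as the low control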
MBD2 inh = inhibitors of MBD2 binding to methylated DNA, primary screen, biochemical, TR-FRET, DNA-binding domain, human. Methyl-CpG-binding domain protein 2 (Homo sapiens), Q9UBB5. MBD2 binding to methylated oligonucleotide. inhibition, % at 4.4 µM. actives 0.31% (n = 370,000); in the data active means inhibition above about 13%
ARFGAP1 inhibitor = inhibitors of rat ARFGAP1 GAP activity, primary screen, biochemical, fluorescence polarization, GDP tracer; ADP-ribosylation factor GTPase-activating protein 1 (Rattus norvegicus), Q62848; Arfgap1-stimulated ARF1 GTP hydrolysis, GDP FP detection; inhibition, % at 16.5 µM; actives 0.26% (n = 360,000);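 active means inhibition above a per-plate limit, mean inhibition of low control wells plus 3 SD, cut at about 25% in these data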;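 further: 0% = DMSO wells with enzyme and 100% = wells lacking Arfgap1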
Target sequence (Q62848 1-136 limits assumed): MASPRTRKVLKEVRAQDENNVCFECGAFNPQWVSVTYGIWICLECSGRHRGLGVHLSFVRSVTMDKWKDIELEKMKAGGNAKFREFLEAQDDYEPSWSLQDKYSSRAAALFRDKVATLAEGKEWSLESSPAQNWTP
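Repeats: one replicate per compound; assay system: rat Arfgap1 catalytic domain, aa 1-136; times: enzyme reaction 120 min at 25 °C after 20 min preincubation; detection: FP of antibody-bound GDP Alexa 633 tracer, ex 620/em 688 nm; benchmarks: high control wells lacking Arfgap1, low control full reaction with DMSO; reagent: human ARF1(Δ1-17)-GTP substrate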
ASAP1 GAP inh = inhibitors of human ASAP1 ArfGAP activity, primary screen, biochemical, fluorescence polarization; actives 0.19% (n = 360,000); AID 624377, 2012; ASAP1-stimulated ARF1 GTP hydrolysis, GDP FP detection; inhibition, % at 16.5 µM; Arf-GAP with SH3 domain, ANK repeat and PH domain-containing protein 1 (Homo sapiens), …; in the data active means inhibition above about 25%;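 further: 0% = vehicle with enzyme and substrate and 100% = no enzyme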
KLK7 zymogen act = proKLK7 zymogen activators, primary screen, biochemical, fluorescence intensity | Kallikrein-7 (Homo sapiens), P49862 | purified proKLK7, EDANS-DABCYL substrate fluorescence; 100% is mature enzyme control, 0% vehicle | activation, % at 7 µM | actives 0.9% (n = 370,000) | AID 652039, 2013;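 active means activation above the mean of all tested compounds plus 3 SD, computed per campaign excluding outliers beyond control limits, cut at about 13% in these data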
PLC-beta3 inh = human PLC-beta3 inhibitors, primary screen, biochemical, fluorescence | AID 720704, 2013 | Purified PLC-beta3, fluorogenic substrate | 1-phosphatidylinositol 4,5-bisphosphate phosphodiesterase beta-3 (Homo sapiens), Q01970 | inhibition, % at 12.2 µM | actives 0.18% (n = 370,000); in the data active means inhibition above about 11%;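 further: 0% = median of compound wells on plate and 100% = full blocker control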
DDE Tn6 FP inh = inhibitors of Tn6 peptide binding to fibrin DD(E), primary screen, biochemical, fluorescence polarization, human fibrin, Tn6 probe; Fibrin DD(E) TRITC-Tn6 fluorescence polarization displacement; inhibition, % at 8.3 µM; actives 0.21% (n = 370,000); Fibrinogen beta chain (Homo sapiens), P02675; AID 720509, 2013;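 active means inhibition above a per-campaign cutoff: mean of compounds within control limits plus 3 SD, cut at about 15% in these data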;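 further: 0% = median of all compound wells on the plate and 100% = blocking peptide control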
UHRF1 MBD2 ctr = UHRF1 methylated DNA binding inhibitors, primary screen, counter-screen for MBD2 inhibitor project, biochemical, TR-FRET, human UHRF1, single concentration; E3 ubiquitin-protein ligase UHRF1 (Homo sapiens), Q96T88; inhibition, % at 4.4 µM; AID 687016, 2013; actives 0.75% (n = 370,000); UHRF1 binding to methylated oligo; in the data active means inhibition above about 21%;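 further: UHRF1 SRA domain binding a hemimethylated CpG hairpin DNA probe; 0% = median of test compound wells and 100% = reference inhibitor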
Target sequence (Q96T88 whole entry, looked up, the tested form may be a part): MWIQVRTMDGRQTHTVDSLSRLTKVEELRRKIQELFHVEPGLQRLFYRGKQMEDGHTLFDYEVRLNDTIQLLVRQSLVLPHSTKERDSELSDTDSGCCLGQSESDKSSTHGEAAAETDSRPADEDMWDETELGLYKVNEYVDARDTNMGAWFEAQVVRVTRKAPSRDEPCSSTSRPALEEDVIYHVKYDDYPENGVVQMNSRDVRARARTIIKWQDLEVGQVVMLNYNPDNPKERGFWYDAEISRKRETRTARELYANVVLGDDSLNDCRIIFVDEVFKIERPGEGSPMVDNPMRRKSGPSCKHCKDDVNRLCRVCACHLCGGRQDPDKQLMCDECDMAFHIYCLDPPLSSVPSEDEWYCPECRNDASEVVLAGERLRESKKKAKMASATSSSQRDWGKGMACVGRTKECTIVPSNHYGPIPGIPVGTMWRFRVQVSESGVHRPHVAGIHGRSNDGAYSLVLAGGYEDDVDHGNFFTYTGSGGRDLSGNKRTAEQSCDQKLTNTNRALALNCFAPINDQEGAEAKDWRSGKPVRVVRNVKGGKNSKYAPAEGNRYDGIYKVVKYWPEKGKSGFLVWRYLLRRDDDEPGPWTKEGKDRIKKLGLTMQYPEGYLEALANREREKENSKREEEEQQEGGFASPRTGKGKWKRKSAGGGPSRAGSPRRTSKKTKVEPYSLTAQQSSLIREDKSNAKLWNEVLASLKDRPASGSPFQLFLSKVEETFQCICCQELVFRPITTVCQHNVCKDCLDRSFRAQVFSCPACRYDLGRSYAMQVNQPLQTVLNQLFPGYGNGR
PLC-gamma1 inh = PLC-gamma1 enzyme inhibitors, primary screen, biochemical, fluorescence, purified enzyme. 1-phosphatidylinositol 4,5-bisphosphate phosphodiesterase gamma-1 (Homo sapiens), P19174. fluorogenic substrate. inhibition, % at 12.2 µM. actives 0.84% (n = 370,000). AID 720700, 2013; in the data active means inhibition above about 9.5%
Tn7 DDE FP = inhibitors of Tn7 peptide binding to fibrin DD(E), primary screen, biochemical, fluorescence polarization, human fibrin, Tn7 probe | FP displacement of FITC-Tn7 peptide from fibrin DD(E); 0% = median of compound wells per plate | Fibrinogen beta chain (Homo sapiens), P02675 | inhibition, % at 8.3 µM | actives 0.13% (n = 370,000) | AID 720508, 2013;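 active means inhibition above the mean of compounds falling within the control limits plus 3 SD of them, cut at about 14% in these data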;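 further: 0% = plate median of compound wells and 100% = 10 µM Aha-Tn7 peptide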
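Assay system: Human clot-derived fibrin DD(E) complex | Buffer or medium: Tris/NaCl/CaCl2 buffer, pH 7.8 | Repeats: One replicate per compound | Benchmarks: Aha-Tn7 high control | Measure: % inhibition scaled between sample-field median and high-control FP | Schedule: 10 min plus 3 h, room temperature | Signal: Fluorescence polarization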
* marks the source's active call; other numbers are inactive results; & = joins results of further samples.

The opening two records, ahead of the listing:
SMILES	ADAM17 inh	MBD2 inh	ARFGAP1 inhibitor	ASAP1 GAP inh	KLK7 zymogen act	PLC-beta3 inh	DDE Tn6 FP inh	UHRF1 MBD2 ctr	PLC-gamma1 inh	Tn7 DDE FP
CC(C)(C)n1nnnc1C(c1ccccc1)N1CCN(c2c(Cl)cncc2Cl)CC1 (configuration not stated)	-5	-2	16	7	0.4	-1	2	0	-1	-5
CC(=O)Nc1ccc(S(=O)(=O)N2CCN(Cc3ccccc3[N+](=O)[O-])CC2)cc1	-1	4	1	22	-0.8	-1	-1	-1	-1	8

Results, repeating the preview:
SMILES	ADAM17 inh	MBD2 inh	ARFGAP1 inhibitor	ASAP1 GAP inh	KLK7 zymogen act	PLC-beta3 inh	DDE Tn6 FP inh	UHRF1 MBD2 ctr	PLC-gamma1 inh	Tn7 DDE FP
CC(C)(C)n1nnnc1C(c1ccccc1)N1CCN(c2c(Cl)cncc2Cl)CC1 (configuration not stated)	-5	-2	16	7	0.4	-1	2	0	-1	-5
CC(=O)Nc1ccc(S(=O)(=O)N2CCN(Cc3ccccc3[N+](=O)[O-])CC2)cc1	-1	4	1	22	-0.8	-1	-1	-1	-1	8
O=C1OC(Nc2ccc3ncccc3c2)c2ccccc21 (configuration not stated)	-10	-2	2	10	3.1	-193	2	-6	-151	-2
O=C(/C=C/c1ccccc1)NC(=S)NNS(=O)(=O)c1ccccc1	-2	-7	-4	-5	-0.3	-29	3	-7	-26	0
CCOc1ccccc1-n1nnnc1SCC(=O)O	-11	3	0	0	-0.4	-7	5	1	0	2
CCCS(=O)(=O)n1nc(-c2ccc(OC)cc2)cc1N	1	-1	9	-8	0.1	-1	3	-2	1	-2
Cc1ccc(S(=O)(=O)N(C)CC(=O)O/N=C(\N)c2cccc([N+](=O)[O-])c2)cc1	1	0	0	-4	-0.2	3	-4	3	-3	5
CCOC(=O)C(CC)(CCC(=O)O)c1csc(N)n1 (configuration not stated)	-5	3	-6	-4	0.5	1	5	-1	4	6
Cc1nn(C)c(C)c1NC(=O)C12CC3CC(CC(C3)C1)C2	-3	8	4	4	-0.4	2	-2	5	1	7
COC(=O)c1ccccc1NC(=O)CSc1nnc(C(CO)NC(=O)c2ccccc2)n1C (configuration not stated)	-2	3	-9	-2	-0.2	3	-1	-4	0	-6
CCCSc1nc(C)c2cc(C)cc(C)c2n1	-4	8	5	2	-0.6	1	7	3	2	-2
CCOc1ccccc1C(=O)OCC(=O)Nc1ccc(OC(F)F)cc1	2	-5	11	4	-0.8	3	0	-1	0	4
CCSc1nnc(NC(=O)C2CCCCC2C(=O)OCC(F)(F)C(F)F)s1 (configuration not stated)	4	-2	10	14	0.3	6	-2	2	6	-3
O=C1c2ccccc2C(=O)N1CCCn1c(=O)oc2ccccc21	-1	-6	10	5	-0.2	3	2	1	2	-3
Cc1ccn2c(C(=O)N/N=C\c3cccs3)c(C)nc2c1	-3	3	0	2	-0.2	-7	-1	-1	-3	-2
COC(=O)CSc1nc(N2CCOCC2)c2c(c1C#N)CC(C)(C)OC2	-7	0	-9	-15	7.4	-46	1	0	-33	-2
COc1cc(CC(=O)OCC(=O)c2ccc[nH]2)cc(OC)c1OC	-4	-3	-5	-13	-0.3	-14	-2	2	-19	-1
CN1C[C@@H]2[C@@H]3C(=O)N(Cc4ccccc4)C(=O)[C@@H]3[C@](C)(C1=O)N2C(=O)c1ccc(F)cc1	-5	0	-3	-13	0.0	2	-7	-1	0	7
Cc1cc(CN2C(=O)c3ccccc3C2=O)cc(N2CCOCC2)c1	0	1	3	-8	0.7	2	6	-2	3	-2
CC(C)(C)C(C(=O)n1cccc1C#N)c1ccccc1 (configuration not stated)	-1	-3	-3	-7	0.6	1	9	2	2	-1
CC(=O)N1CCN(c2cc(N3CCc4ccccc4C3)c(F)cc2[N+](=O)[O-])CC1	5	-6	14	2	0.5	1	-9	-3	1	3
CCCCc1ccc(NC(=S)NCc2cccnc2)cc1	-1	4	11	-15	-0.1	1	-2	1	0	4
Cc1cc(C)c[n+](-c2nc3ccccc3nc2C(=C=[N-])C#N)c1	-7&-9	-11&-18	-18&-6	-6&-7	1.4&0.6	-18&-19	0&-3	-16&0	-13&-16	2&1
O=C(Cc1cccs1)Nc1nncs1	-1	-2	-10	-2	-0.4	2	3	1	-2	-3
C#CCn1cc(CNC[C@H]2O[C@@H](n3cnc4c(=O)[nH]c(N)nc43)[C@H](O)[C@@H]2O)c2ccccc21	-6	4	4	2	-0.2	-3	-5	10	1	2

Four entries from above, field by field.
COC(=O)c1ccccc1NC(=O)CSc1nnc(C(CO)NC(=O)c2ccccc2)n1C (configuration not stated)
  ADAM17 inh: -2	MBD2 inh: 3	ARFGAP1 inhibitor: -9	ASAP1 GAP inh: -2	KLK7 zymogen act: -0.2	PLC-beta3 inh: 3	DDE Tn6 FP inh: -1	UHRF1 MBD2 ctr: -4	PLC-gamma1 inh: 0	Tn7 DDE FP: -6
CCCSc1nc(C)c2cc(C)cc(C)c2n1
  ADAM17 inh: -4	MBD2 inh: 8	ARFGAP1 inhibitor: 5	ASAP1 GAP inh: 2	KLK7 zymogen act: -0.6	PLC-beta3 inh: 1	DDE Tn6 FP inh: 7	UHRF1 MBD2 ctr: 3	PLC-gamma1 inh: 2	Tn7 DDE FP: -2
CCOc1ccccc1C(=O)OCC(=O)Nc1ccc(OC(F)F)cc1
  ADAM17 inh: 2	MBD2 inh: -5	ARFGAP1 inhibitor: 11	ASAP1 GAP inh: 4	KLK7 zymogen act: -0.8	PLC-beta3 inh: 3	DDE Tn6 FP inh: 0	UHRF1 MBD2 ctr: -1	PLC-gamma1 inh: 0	Tn7 DDE FP: 4
CCSc1nnc(NC(=O)C2CCCCC2C(=O)OCC(F)(F)C(F)F)s1 (configuration not stated)
  ADAM17 inh: 4	MBD2 inh: -2	ARFGAP1 inhibitor: 10	ASAP1 GAP inh: 14	KLK7 zymogen act: 0.3	PLC-beta3 inh: 6	DDE Tn6 FP inh: -2	UHRF1 MBD2 ctr: 2	PLC-gamma1 inh: 6	Tn7 DDE FP: -3

(continued)
SMILES	ADAM17 inh	MBD2 inh	ARFGAP1 inhibitor	ASAP1 GAP inh	KLK7 zymogen act	PLC-beta3 inh	DDE Tn6 FP inh	UHRF1 MBD2 ctr	PLC-gamma1 inh	Tn7 DDE FP
CC(=O)c1c(C)[nH]c(C(=O)OCC(=O)N2CCN(S(=O)(=O)c3ccc(C)cc3C)CC2)c1C	-2	1	-1	0	-0.1	1	5	-1	1	3
O=C(Cc1ccccc1)NCC(=O)N/N=C/c1ccc([N+](=O)[O-])s1	-5	-8	-3	4	-0.3	-16	2	2	-5	6
O=C(CSc1ccc(-c2ccco2)nn1)NCc1ccccc1Cl	-5	-2	-7	-3	0.2	-11	0	-2	-9	-9
O=[N+]([O-])c1ccc(Sc2nc3ccccc3[nH]2)c(Cl)c1	-1	-5	9	1	-0.8	3	-2	5	-1	-1
CCn1c(CCC(N)=O)nnc1SCC(=O)c1cc(C)n(C2CC2)c1C	1	-1	-9	-9	0.4	-4	6	-1	-1	6
O=C(Nc1nc2nc(-c3ccccc3)cc(-c3ccccc3)n2n1)c1ccco1	-108	-3	2	-12	-7.5	-423	5	1	-343	-6
O=C1[C@@H]2CSCN2C(=O)CN1Cc1ccccc1F	-3	-5	-6	-3	-0.3	-3	0	-3	2	-2
CCOP(=O)(OCC)C(C)(C)NC(=O)Nc1ccc(Cl)c(Cl)c1	2	-3	-4	2	-0.5	-5	-3	0	2	-4
O=C(COc1ccc([N+](=O)[O-])cc1)N/N=C/c1ccccn1	-2	2	13	7	0.0	-2	-7	0	2	-7
COc1ccc(-n2c(Cc3cccn3C)nnc2SCC(N)=O)cc1	-2	-3	3	-1	0.2	-12	1	1	-6	7
Cc1cc(C)c2c(n1)nn1c(C3CC3)cc(C(F)(F)F)nc21	-6	-2	-6	6	-0.2	-17	-3	0	-18	-10
CCn1c(C)c(C(C)=O)c(N2CCCCC2)nc1=S	3	-1	9	0	0.2	0	5	1	0	-12
O=C(NCc1ccccc1)c1ccc(-c2ccccc2C(F)(F)F)o1	3	-4	9	-2	0.2	-4	2	0	1	-8
Cc1ccc(C)c(OCC(=O)NNC(=O)c2ccc(NC(=O)C3CC3)cc2)c1	-1	-1	-4	8	-0.2	-5	7	1	2	10
CC(=O)N1N=C(c2ccc(C)o2)CC1c1ccc(Br)cc1 (configuration not stated)	-3	2	2	-4	0.1	-14	7	1	-6	0
COc1ccccc1NC(=O)c1ccc(NS(=O)(=O)c2cccc3cccnc23)cc1	-2	-2	5	10	0.3	-3	6	-2	-1	-3
Cn1nc(C(F)(F)F)c(C(=O)Nc2ccc(Cl)cc2)c1Cl	1	-3	-1	17	0.1	1	7	1	-3	3
CC(=O)Nc1cc(-c2ccc(N)nc2)cn2c(-c3cccc(C(F)(F)F)c3)cnc12	-4	-6	3	1	4.6	-134	5	-3	-109	1
CCOc1ccc(OCCCCn2ccnc2)cc1	1	-1	11	14	0.0	4	2	3	2	-5
CN(C(=O)CN1C(=O)C2C3CC(C(Br)C3Br)C2C1=O)C1CCCCC1 (configuration not stated)	2	6	4	1	0.6	-3	6	-1	0	-1
COC(=O)C(CCCN1C(=O)c2ccccc2C1=O)(NC(C)=O)c1nn[nH]n1 (configuration not stated)	-2	1	4	1	0.7	0	2	0	1	3
COC(=O)CNC(=O)c1cn(CC(C)C)c(=O)c2cc(OC)c(OC)cc12	-6	-1	13	4	0.4	1	-4	-1	2	2
COc1ccc2nc(SCC(=O)N3CCCCCC3)c(C#N)cc2c1	-11	-1	5	-3	0.1	-14	4	-1	-1	4
